Bioassay records deposited in PubChem BioAssay by Fisher Drug Discovery Resource Center.
mcGAS RapidFire: mouse cGAS inhibition by mass spec | recombinant mouse cGAS, cGAMP by RapidFire MS | hit rate 0.18% among 130,000 | inhibition, % at 12.5 µM | Q8C6L5;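 active = inhibition of cGAS enzyme activity at or above 60%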;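 also: enzyme stimulated by 45 bp dsDNA with ATP and GTP substrates; cGAMP share of summed cGAMP plus half ATP and half GTP signals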
Target sequence (Q8C6L5 whole entry, looked up): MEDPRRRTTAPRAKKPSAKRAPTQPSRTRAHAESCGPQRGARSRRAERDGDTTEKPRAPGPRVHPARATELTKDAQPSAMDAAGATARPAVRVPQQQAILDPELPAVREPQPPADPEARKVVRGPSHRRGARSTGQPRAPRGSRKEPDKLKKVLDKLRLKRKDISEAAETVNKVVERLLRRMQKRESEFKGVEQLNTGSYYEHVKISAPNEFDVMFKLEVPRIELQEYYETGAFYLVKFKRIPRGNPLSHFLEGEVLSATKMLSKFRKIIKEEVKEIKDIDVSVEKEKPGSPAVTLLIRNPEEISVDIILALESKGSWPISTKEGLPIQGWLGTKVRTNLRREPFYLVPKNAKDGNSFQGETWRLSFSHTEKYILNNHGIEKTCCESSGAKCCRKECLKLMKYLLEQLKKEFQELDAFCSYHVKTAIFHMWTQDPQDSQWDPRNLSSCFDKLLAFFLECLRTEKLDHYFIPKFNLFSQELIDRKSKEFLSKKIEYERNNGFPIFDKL
Numbers without * were called inactive; & = joins results of further samples. These rows are one share of the data. The share of hits here may be higher or lower than overall.

What do the screens show for `COC(=O)C1CN(C(C)c2ccc(F)c(F)c2)C[C@@H](C)O1` (some centres undefined)?
mcGAS RapidFire: -10

How did CCOc1ccc2c(c1)-c1c(sn(-c3ccc(OC)cc3)c1=S)C(C)(C)N2 do in these assays?
mcGAS RapidFire: -13

How did COc1cccc2c1oc(=O)c1c(=O)nc3n(c12)CCS3 do in these assays?
mcGAS RapidFire: -10

What do the screens show for `Cc1nn(C)cc1CN(C)Cc1c(C(=O)N(C)Cc2ccccc2)nc2ccccn12`?
mcGAS RapidFire: -5

What do the screens show for `COc1ccc(OC)c2sc(N(Cc3ccco3)C(=O)c3cc(C)n(C)n3)nc12`?
mcGAS RapidFire: -8

What do the screens show for `COC(=O)c1ccc2c(=O)n(CC(O)c3cc(F)ccc3F)c(C)nc2c1` (centres undefined)?
mcGAS RapidFire: -5

How did NC(=O)NC(CC(=O)NC12CC3CC(CC(C3)C1)C2)c1ccccc1 (centres undefined) do in these assays?
mcGAS RapidFire: -12

How did Cc1cnc(CN(C)C(=O)CC(c2ccccc2)c2ccc(Cl)cc2)[nH]1 (centres undefined) do in these assays?
mcGAS RapidFire: -5

Results for COc1cccc(C(=O)N=c2sc(C)cn2Cc2ccccc2C(=O)O)c1 ?
mcGAS RapidFire: -1

What do the screens show for `COc1ccc(N2CCN(C(=O)c3nn(-c4ccccc4)c(=O)cc3OC)CC2)cc1`?
mcGAS RapidFire: -29

Results for CCCNC(=S)N(Cc1ccncc1)c1ccc2c(c1)OCO2 ?
mcGAS RapidFire: 0

Results for O=C(Nc1nc2ccc([N+](=O)[O-])cc2s1)c1cccc(NS(=O)(=O)c2ccc(Cl)cc2)c1 ?
mcGAS RapidFire: -5

How did Clc1ccc(CO/N=C(/Cn2ccnc2)c2ccc(Cl)cc2Cl)c(Cl)c1 do in these assays?
mcGAS RapidFire: -3&1

How did Clc1ccc(C2CC(c3ccc4c(c3)OCO4)Nc3ncnn32)cc1 (centres undefined) do in these assays?
mcGAS RapidFire: -8

Results for COc1ccc(OC)c(Cn2cnc3ncccc3c2=O)c1 ?
mcGAS RapidFire: -2

Results for NC(=O)N1N=C2/C(=C\c3ccccc3)CCCC2C1c1ccccc1 (centres undefined) ?
mcGAS RapidFire: -10

Results for CN(CCN1CCCCCC1)C(=O)C(=O)c1cccnc1 ?
mcGAS RapidFire: -12

Results for O=C(OCC(=O)c1cccs1)c1ccc(Br)o1 ?
mcGAS RapidFire: -3

How did Cn1c(=O)n(Cc2ccccc2)c(=O)c2c1nc(SCCO)n2Cc1ccccc1 do in these assays?
mcGAS RapidFire: -4

Results for Cc1c(CN(C)Cc2c(-c3ccccc3)nc3ccccn23)cnn1C ?
mcGAS RapidFire: -26

Results for Cc1csc(NC(=O)c2ccc(S(=O)(=O)N3CCOCC3)cc2)n1 ?
mcGAS RapidFire: -3

What do the screens show for `C=C(Cl)c1c(Cl)cc(C)oc1=O`?
mcGAS RapidFire: 5

Results for O=C(CCn1ccc(=O)[nH]c1=O)N1CCN(c2ccc(-c3cccs3)nn2)CC1 ?
mcGAS RapidFire: -3

What do the screens show for `CC(C)(CNCc1cccs1)c1ccc2c(c1)OCO2`?
mcGAS RapidFire: -3

How did O=C1CC(c2cn[nH]c2C(=O)O)c2cnn(-c3ccccc3)c2N1 (centres undefined) do in these assays?
mcGAS RapidFire: -6

Results for O=C(CSCCO)Nc1ccc(Cl)c(Br)c1 ?
mcGAS RapidFire: -8

What do the screens show for `CNC(=O)NC(=O)C(C)OC(=O)CSCc1cccs1` (centres undefined)?
mcGAS RapidFire: -5

How did O=S(=O)(NCc1cccnc1-n1cncn1)c1cccc2nsnc12 do in these assays?
mcGAS RapidFire: -19

How did Cc1c(N(C)CS(=O)(=O)O)c(=O)n(-c2ccccc2)n1C do in these assays?
mcGAS RapidFire: -7&-3

How did Cc1ccc(C2=Nc3ncnn3C(c3ccc(Br)cc3)C2)cc1C (centres undefined) do in these assays?
mcGAS RapidFire: -2

What do the screens show for `O=C(NCC(=O)N1CCCc2ccccc21)C1CC1c1ccco1` (centres undefined)?
mcGAS RapidFire: -6

How did Cn1cc(CCC(=O)NCc2cccnc2Oc2ccc(F)c(F)c2)cn1 do in these assays?
mcGAS RapidFire: 1

How did CN(C)CCNc1cc(-c2ccc(Cl)cc2F)c2cc[nH]c2n1 do in these assays?
mcGAS RapidFire: -4

How did CC(NCC(c1ccco1)N(C)C)C(=O)Nc1cccc(F)c1 (centres undefined) do in these assays?
mcGAS RapidFire: -4

What do the screens show for `Cc1ccsc1CN(C)S(=O)(=O)c1ccc2c(c1)C(C)(C)C(=O)N2`?
mcGAS RapidFire: -17

Results for COc1cccc2sc(N(Cc3ccccn3)C(=O)Cc3ccc(S(C)(=O)=O)cc3)nc12 ?
mcGAS RapidFire: -3

What do the screens show for `CC(O)c1ccc(CNC(=O)C2CCCN2C(=O)c2ccc(Cl)c(Cl)c2)cc1` (centres undefined)?
mcGAS RapidFire: -2

What do the screens show for `CC(=O)N1CCCC(C(=O)NCC2(c3ccccc3)CCCCC2)C1` (centres undefined)?
mcGAS RapidFire: -7

Results for CCCn1c(SCC(=O)OC)nc2ccc(Br)cc2c1=O ?
mcGAS RapidFire: -2

What do the screens show for `Cc1ccc(-c2nc(CC(=O)NC(C)(C)c3ccc4c(c3)OCCO4)cs2)o1`?
mcGAS RapidFire: -4

An excerpt from above in order of number of heavy atoms, largest number first.
Results for COc1cccc2sc(N(Cc3ccccn3)C(=O)Cc3ccc(S(C)(=O)=O)cc3)nc12 ?
mcGAS RapidFire: -3

What do the screens show for `CC(O)c1ccc(CNC(=O)C2CCCN2C(=O)c2ccc(Cl)c(Cl)c2)cc1` (centres undefined)?
mcGAS RapidFire: -2

What do the screens show for `O=C(NCC(=O)N1CCCc2ccccc21)C1CC1c1ccco1` (centres undefined)?
mcGAS RapidFire: -6

How did CC(NCC(c1ccco1)N(C)C)C(=O)Nc1cccc(F)c1 (centres undefined) do in these assays?
mcGAS RapidFire: -4

Remaining list, next part:
How did Cc1cc(C(=O)NCC2CCN(C(=O)C(F)(F)F)CC2)c(C)s1 do in these assays?
mcGAS RapidFire: -3

What do the screens show for `C=CCOc1ccccc1CN1C(=O)C(O)(CC(C)=O)c2ccccc21` (centres undefined)?
mcGAS RapidFire: -3

Results for O=C(c1cccc(-c2ncn[nH]2)c1)N1CCO[C@@H]2CCCC[C@H]21 ?
mcGAS RapidFire: -1

How did COC1CCN(C(=O)CC(c2cccc(O)c2)c2cccc(Cl)c2)CC1 (centres undefined) do in these assays?
mcGAS RapidFire: -6

Results for Cc1cnc2c(S(=O)(=O)NC3CCN(C(=O)c4ccoc4)CC3)cccc2c1 ?
mcGAS RapidFire: -5

How did O=c1cc(CSc2ncnc3sc4c(c23)CCC4)nc2ccc(Br)cn12 do in these assays?
mcGAS RapidFire: -13

Results for CN(C)Cc1ccc(CNC(=O)CCCC2CCCCC2)cc1 ?
mcGAS RapidFire: 5

What do the screens show for `Cc1nc2ccc(Cl)cn2c(=O)c1NC(=O)CCC1CCCCC1`?
mcGAS RapidFire: 17

How did COc1ccnc(C(=O)Nc2n[nH]c(-c3ccc(C)s3)n2)c1 do in these assays?
mcGAS RapidFire: -9

How did Clc1cc(CSc2nnnn2C2CC2)cc2c1OCCO2 do in these assays?
mcGAS RapidFire: 1

How did CC(c1cccs1)N(C)C(=O)CCN1CCCCCC1=O (centres undefined) do in these assays?
mcGAS RapidFire: -18

How did Cc1ncc(C(=O)N2CCCC(N(C)CCc3ccccc3)C2)c(=O)[nH]1 (centres undefined) do in these assays?
mcGAS RapidFire: -26

What do the screens show for `CN(Cc1cc(F)ccc1O)Cc1cccc2cnccc12`?
mcGAS RapidFire: -31

Results for O=C(NCCc1ccccc1)N1CCCC1c1cccs1 (centres undefined) ?
mcGAS RapidFire: -6

What do the screens show for `CSc1cc2c(cc1C(F)(F)F)N(C(=O)Nc1cccnc1)CC2`?
mcGAS RapidFire: -3

What do the screens show for `N#CCc1ccc(C(F)(F)F)cc1`?
mcGAS RapidFire: 3

Results for Cc1nnsc1C(=O)OCc1cc(-c2ccc(F)cc2F)on1 ?
mcGAS RapidFire: -8

How did CC(=O)N1CCC(=NNC(=O)c2ccc(-n3c(C)ccc3C)cc2)CC1 do in these assays?
mcGAS RapidFire: -20

What do the screens show for `Cc1ccccc1-n1cnnc1SCCS(=O)(=O)C(C)C`?
mcGAS RapidFire: -2

Results for O=C1NCCN(Cc2cccc(C(F)(F)F)c2)C1CC(=O)N1CCCOCC1 (centres undefined) ?
mcGAS RapidFire: -43

Results for COc1ccc(-n2ccnc2CN2CCN(C(=O)c3ccccc3)CC2)cc1 ?
mcGAS RapidFire: -9

What do the screens show for `CC1CCCC(c2ccccc2)N1CC(=O)N(C)c1nccs1` (centres undefined)?
mcGAS RapidFire: -38

How did O=S(=O)(Cc1ccccc1)c1nc2ncccc2[nH]1 do in these assays?
mcGAS RapidFire: 6

What do the screens show for `Nc1nnc(SCC(=O)c2ccc(Br)cc2)s1`?
mcGAS RapidFire: 0

Results for O=C(Nc1nccs1)N(Cc1ccccc1)CC(O)c1ccco1 (centres undefined) ?
mcGAS RapidFire: -12

What do the screens show for `CC1(C(=O)NS(=O)(=O)c2ccc(F)cc2F)CCN1C(=O)c1ccccc1CCc1ccccc1` (centres undefined)?
mcGAS RapidFire: -3

What do the screens show for `O=C1NC(=S)SC1=Cc1c(F)cccc1Cl`?
mcGAS RapidFire: 47

What do the screens show for `COc1ccc(NC(=O)C2CC=CCC2C(=O)N2CCC(C#N)(c3ccccc3)CC2)cc1` (centres undefined)?
mcGAS RapidFire: -3

Results for CCCCNC(=O)CN1CCN(C(=O)c2ccc(S(C)(=O)=O)cc2)CC1 ?
mcGAS RapidFire: -3

Results for COC(=O)c1ccccc1NC(=O)c1nc2nc(C)cc(C(F)F)n2n1 ?
mcGAS RapidFire: -4

How did COc1cn2c(cc1=O)C(=O)N(CCNC(=O)c1ccc[nH]c1=O)CC2 do in these assays?
mcGAS RapidFire: -9

Results for Cc1ccccc1-c1nc(CN2CCN3CCNC(=O)C3C2)c(C)o1 (centres undefined) ?
mcGAS RapidFire: -9

Results for O=c1[nH]c(=O)n(Cc2ccccc2C(F)(F)F)cc1Cl ?
mcGAS RapidFire: -17

How did O=C(Cc1cccs1)Nc1cccc2c1CCCC2 do in these assays?
mcGAS RapidFire: 9

How did FC(F)(F)c1c2c(nn1-c1ccccc1)CCC2 do in these assays?
mcGAS RapidFire: -25

What do the screens show for `O=C(CCC1CCCN(Cc2ccc(Cl)s2)C1)N1CCOCC1` (centres undefined)?
mcGAS RapidFire: 10

How did Cc1ccc(C(NCC(=O)N2CCNC(=O)C2)C(F)(F)F)cc1 (centres undefined) do in these assays?
mcGAS RapidFire: 1

How did COc1ccccc1C(=O)n1sc(=O)c2ccccc21 do in these assays?
mcGAS RapidFire: 1

What do the screens show for `CN(C)c1nc(Cl)nc(Oc2ccc(=O)n(C)n2)n1`?
mcGAS RapidFire: -18

What do the screens show for `Cc1ccc(C(=O)NCC(C)N2CC(C)OC(C)C2)cn1` (centres undefined)?
mcGAS RapidFire: -3

Among those listed so far, 2 contain a COOH group.
Results for COc1cccc(C(=O)N=c2sc(C)cn2Cc2ccccc2C(=O)O)c1 ?
mcGAS RapidFire: -1

How did O=C1CC(c2cn[nH]c2C(=O)O)c2cnn(-c3ccccc3)c2N1 (centres undefined) do in these assays?
mcGAS RapidFire: -6

Going on with the list:
Results for COc1cc(C(=O)N2CCC(O)(CN(C)C)C2)ccn1 (centres undefined) ?
mcGAS RapidFire: 0

How did O=C(CCC1CCCN(C(=O)C2CCOCC2)C1)NCc1ccccc1F (centres undefined) do in these assays?
mcGAS RapidFire: 6

Results for COc1ccccc1C1CCCN1C(=O)c1cnn2c1CCCC2 (centres undefined) ?
mcGAS RapidFire: -26

Results for CN(C/C=C/C#CC(C)(C)C)Cc1cccc2ccccc12 ?
mcGAS RapidFire: -10&-2

What do the screens show for `O=C(CC1C(=O)NC2(CCCC2)CN1CCc1ccccc1)NC1CC1` (centres undefined)?
mcGAS RapidFire: 1

Results for CN(C(=O)CCc1cnn(C)c1)C1CCCN(C2Cc3ccccc3C2)C1 (centres undefined) ?
mcGAS RapidFire: -3

Results for CC(=O)NC1(C(=O)OCc2ccc(C)cc2)CCCCC1 ?
mcGAS RapidFire: -9

What do the screens show for `CCCCn1c(N)c(Br)c(=O)[nH]c1=O`?
mcGAS RapidFire: -10

How did COCc1nc(C)cc(NCC(O)c2cc(OC)ccc2OC)n1 (centres undefined) do in these assays?
mcGAS RapidFire: 1

Results for CC1CCCC(NC(=O)Cn2nnc(-c3ccc(Cl)cc3)n2)C1C (centres undefined) ?
mcGAS RapidFire: -7

What do the screens show for `Cc1nnc(C(C)Oc2ccc(OC(C)C)cc2)o1` (centres undefined)?
mcGAS RapidFire: -2

What do the screens show for `COc1ccccc1N=C(N)N=C(N)N`?
mcGAS RapidFire: -13

How did CN(Cc1ccccn1)C(=O)c1cc(=O)c2cc(Br)ccc2[nH]1 do in these assays?
mcGAS RapidFire: 3

Results for O=C(Nc1cccc2c1CCCC2)N(Cc1cccs1)CC1CCCO1 (centres undefined) ?
mcGAS RapidFire: -6

What do the screens show for `COc1ccc(OC)c(C(=O)Nc2cc(Cl)cc(Cl)c2)c1`?
mcGAS RapidFire: 7

Results for COn1c(=O)c(-c2cccc(Br)c2)[n+]([O-])c2ccccc21 ?
mcGAS RapidFire: 9

What do the screens show for `CC(=O)Nc1cccc(N=c2scc(C)n2C2CCCC2)c1`?
mcGAS RapidFire: 2

Results for O=C(O)CCn1cnc2sc3c(c2c1=O)CCCC3 ?
mcGAS RapidFire: -3

How did C=CCN=c1scc(-c2ccccc2F)n1N=Cc1cccc(O)c1O do in these assays?
mcGAS RapidFire: -11

Results for O=S(=O)(NCc1ccccc1)NCC1COc2ccccc2O1 (centres undefined) ?
mcGAS RapidFire: 6

What do the screens show for `Nc1nccnc1C(=O)Nc1ccc(SC2CCCC2)cc1`?
mcGAS RapidFire: -16

How did COC(=O)c1sc2ccccc2c1S(=O)(=O)Nc1ccc(N(C)C)cc1 do in these assays?
mcGAS RapidFire: -8

Among those listed so far, these have a cyano group:
What do the screens show for `N#CCc1ccc(C(F)(F)F)cc1`?
mcGAS RapidFire: 3

What do the screens show for `COc1ccc(NC(=O)C2CC=CCC2C(=O)N2CCC(C#N)(c3ccccc3)CC2)cc1` (centres undefined)?
mcGAS RapidFire: -3
